RPL19A-GFP yeast: yeast TOR pathway RPL19A-GFP modulation; S. cerevisiae RPL19A-GFP strain, flow cytometry, 3 h; active compounds read low; 330,000 tested, 0.3% active; percent response vs DMSO, % at 10 µM;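 active means percent response vs DMSO below 50%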;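 further: median channel GFP fluorescence of the barcoded RPL19A-GFP strain; ratio of sample median GFP to plate DMSO average so 100% = DMSO; lower means less RPL19A-GFP as with rapamycin TOR inhibition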
proCasp7 act: counter-screen: procaspase-7 (human) activation. recombinant procaspase-7, Ac-DEVD-pNA absorbance 405 nm; D23A/D198A/D206A triple mutant, cannot self-cleave; scale: DMSO 0, 5 µM enzyme 100. AID 463210. P55210. 330,000 tested, 0.093% active. activation, % at 8.5 µM;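 active means percent activation above the screen-wide mean plus 3 SD, cut at about 25% in these data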
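Assay system: Uncleavable procaspase-7 mutant enzyme / Input: 2 µM procaspase-7 mutant as dispensed / Dosing: single nominal 8.5 µM compound dose, 0.8% DMSO final / Timing: 1 h enzyme–compound preincubation and 2 h substrate reaction, both 25 °C / Detection: p-Nitroaniline absorbance at 405 nm, read at 0 and 120 min / Replication: singlicate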
AHR activator: activates the human aryl hydrocarbon receptor; AHR-responsive luciferase reporter cells, luminescence; P35869; 320,000 tested, 2.5% active; activation, % at 5 µM; AID 2796; in the data active means activation above about 47%;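 further: 0% = vehicle wells and 100% = reference agonist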
ZTA counter: counter-screen for EBNA-1 inhibitors: inhibitors of Epstein-Barr virus ZTA | 320,000 tested, 0.15% active | AID 2234 | ZTA-DNA binding, fluorescence polarization | inhibition, % at 11 µM; in the data active means inhibition above about 33%
LAP4-GFP MLPCN: yeast TOR pathway LAP4-GFP modulation. GFP response vs DMSO, % at 10 µM. 320,000 tested, 0.34% active. S. cerevisiae LAP4-GFP multiplex, flow cytometry GFP, 3 h; median GFP as percent of DMSO wells. AID 2023;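 active means GFP response vs DMSO above a set limit, about the screen mean plus 3 SD, cut at about 150% in these data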
MEP2 TOR yeast: modulators of TOR pathway MEP2-GFP in S. cerevisiae; S. cerevisiae MEP2-GFP strain, flow cytometry GFP, 3 h; 100% = DMSO control level; GFP response vs DMSO, % at 10 µM; 330,000 tested, 0.51% active; AID 2016;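 active means GFP response versus DMSO above a set limit, roughly screen mean plus 3 SD, cut at about 180% in these data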;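 further: median GFP fluorescence of the barcode-gated MEP2-GFP cells per well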
procasp3 activ: activates human procaspase-3. 330,000 tested, 0.11% active. recombinant procaspase-3 D3A, Ac-DEVD-pNA absorbance 405 nm. P42574. AID 463141. activation, % at 8.5 µM;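 active means activation above the mean of all tested compounds plus 3 SD, cut at about 21% in these data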;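 further: 0% = DMSO alone and 100% = DMSO wells spiked with extra 5 µM PC-3 D3A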
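Test system: Procaspase-3 D3A mutant; medium: Zinc-free HEPES/NaCl buffer with 0.01% Triton X-100 at pH 7.4; reagent: DEVD-pNA substrate; doses: one concentration, 8.5 µM nominal, 0.8% DMSO; times: 1 h preincubation plus 2 h reaction at 25 °C; signal: Epi-absorbance at 405 nm of released p-nitroaniline, 0 and 120 min; replicates: singlicate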
EBNA-1 inhibitor: blocks EBNA-1 binding to DNA; EBNA-1 DNA binding, fluorescence polarization; inhibition, % at 14.8 µM; 300,000 tested, 0.34% active; AID 1950; in the data active means inhibition above about 28%
An asterisk follows results filed as active; / = not tested or not shown; [ ] = remark or other dose.

SMILES	RPL19A-GFP yeast	proCasp7 act	AHR activator	ZTA counter	LAP4-GFP MLPCN	MEP2 TOR yeast	procasp3 activ	EBNA-1 inhibitor
CCOC(=O)/C(N=Nc1c(C)n(C)n(-c2ccccc2)c1=O)=C(/O)c1ccccc1	104	0	12	0	107	102	7	3
Cc1ccc(NC(=O)C2CC(=O)N(CCc3ccccc3)C2)cc1Cl (stereo not given)	98	2	2	-1	98	100	-1	/
Cc1ccc(C(=O)N/C(=C\c2ccc(-c3ccc(Cl)cc3)o2)C(=O)NCCCN(C)C)cc1	67[may fluoresce violet]	-8	0	-3	128[may fluoresce violet]	100[may fluoresce violet]	-2	-2
O=C(NCc1cccs1)c1ccc([N+](=O)[O-])cc1	95	-4	-5	11	92	98	-9	-8
COc1cc(NC(=O)CCc2nnc3ccc(N4CCCCC4)nn23)cc(OC)c1OC	104	-2	4	-28	103	101	-8	-9
O=C(CN1CCc2cc3c(cc2C1)OCCCO3)Nc1cccc([N+](=O)[O-])c1	93	-10	4	3	97	98	-3	-1
O=C(c1cccc(S(=O)(=O)N2CCN(c3ccccc3)CC2)c1)N1CCN(c2ccccc2O)CC1	106	13	2	-10	100	103	11	3
O=C(Nc1cccc2[nH]ncc12)c1ccc(F)cc1	97	-3	1	-6	94	95	6	-11
CCC(=O)OCC(=O)Nc1ccc2c(c1)OCO2	95	6	7	-9	90	95	4	-9
CCOc1ccc2nc(SC(C)C(N)=O)[nH]c2c1 (stereo not given)	92	4	18	-8	89	102	-7	-16
CCCCN(CC)CCNC(=O)CN(C)S(=O)(=O)c1ccc2c(c1)c(=O)n(C)c(=O)n2C	95	-1	7	-13	101	95	0	-10
CCN1CCN(CCOc2ccc(Br)cc2C)CC1	105	14	1	3	103	103	0	-2
CCC1N=C(SC)NC(C)=C1C(=O)c1ccccc1 (stereo not given)	103	-14	5	5	103	108	-16	3
C=CCC[C@H](Cc1ccc(F)cc1)C(=O)OC[C@@H](C)NC(=O)[C@H](CC=C)CC(=O)N(CCO)Cc1ccccc1	91	6	0	/	87	93	2	/
O=C(CCCN1C(=O)/C(=C\c2cccs2)SC1=S)Nc1ccc(C(=O)O)cc1	99	-12	0	7	102	95	-5	3
COC(=O)c1cc2occc2n1CC(=O)Nc1ccc(OC)c(OC)c1	97	5	2	-6	91	100	9	-1
CCOC(=O)C(=O)Nc1cc(C)on1	105	1	1	2	99	102	3	-8
CCOC(=O)c1c(C)c(C(=O)NCc2cccs2)c(C)n1C	98	1	8	1	104	112	4	6
Cc1csc2nc(CNC(=O)C3CCCCC3)cn12	95	10	5	-13	90	88	-1	-17
Cc1c(C(=O)NCC2CCCO2)oc2c(Cl)cccc12 (stereo not given)	103	4	3	-12	111	108	-7	-1
CCOC(=O)c1[nH]c2cc3c(cc2c1NC(=O)CN1CCc2ccccc2C1)OCO3	96	4	28	-9	99	105	1	4
Cc1ccc(S(=O)(=O)N2CCOCC2)cc1C(=O)NCc1ccc2c(c1)OCO2	102	6	2	6	101	103	-8	7
CC1CCC(C(C)C)C(OCC(O)CNC(C)c2ccccc2)C1 (stereo not given)	100	-2	-2	-1	103	107	1	1
Cc1c(NC(=O)CSc2ccccc2Cl)c(=O)n(-c2ccccc2)n1C	102	3	-3	-9	96	104	0	-1
Cc1csc(=O)n1CC(=O)OC(C)C(=O)Nc1ccc(F)c(F)c1F (stereo not given)	113	5	2	-14	116	100	0	-12

(listing goes on)
SMILES	RPL19A-GFP yeast	proCasp7 act	AHR activator	ZTA counter	LAP4-GFP MLPCN	MEP2 TOR yeast	procasp3 activ	EBNA-1 inhibitor
COc1ccc2cc(C)c3nnc(SCC(=O)Nc4cc(OC)c(OC)cc4C(=O)O)n3c2c1	102	0	3	4	105	93	-10	-19
CCN(CC)CCNC(=S)Nc1ccc2nc(N3CCN(CC)CC3)cc(C)c2c1	99	-9	1	-11	109	104	-3	0
COc1ccc(C(=O)CSc2nnc(-c3cc4ccccc4cc3O)n2Cc2ccco2)cc1	99	2	7	13	109	90	-4	3
Clc1ccc(OCCCCN2CCCCC2)cc1	107	3	0	-10	99	111	2	18
CCc1ccc(NC(=O)COC(=O)CCc2nc3cc(S(=O)(=O)N(CC)CC)ccc3n2C)cc1	105	-8	15	5	91	101	-11	-12
C#CCSc1nnnn1-c1ccc(Br)c(C)c1	101	2	21	5	100	102	10	7
Cc1cc(N2CCN(C(=O)c3ccco3)CC2)n2nc(-c3cccc(Cl)c3)cc2n1	91	5	0	6	110	96	0	4
COc1ccc(-c2ccc(NCCN3CCOCC3)nn2)cc1OC	103	0	1	-13	93	108	-6	-7
O=C(Nc1ccc(Br)cc1)C1C2C=CC3(O2)C1C(=O)N(CCN1CCOCC1)C3C(=O)NC1CCCCC1 (stereo not given)	57[may fluoresce violet]	3	1	3	88[may fluoresce violet]	438*[may fluoresce violet]	11	12
Cc1nc2ccc(NC(=O)CCC3CCCC3)cc2s1	109	2	1	10	96	111	4	6
CCC(CC)NC(=O)CO/N=C/c1ccccc1OC(F)F	102	12	3	-8	101	106	-6	2
COc1ccccc1C(=O)COC(=O)c1cc([N+](=O)[O-])ccc1N1CCOCC1	98	5	0	1	124	110	0	-14
Cc1ccc(NS(=O)(=O)c2cccc(C(=O)n3ncc(C#N)c3N)c2)c(C)c1	106	-4	3	-20	107	106	-5	-4
CC(NC(=O)Cc1cccs1)c1ccncc1 (stereo not given)	102	-9	6	0	105	113	-6	-2
CCOC(=O)c1c(N)c(C#N)c2n1CCCCC2	96	3	16	-13	114	129[may fluoresce violet]	4	-15
CC1CCCCC1NC(=O)CSc1nnc(CNC(=O)c2ccccc2)n1C (stereo not given)	106	9	0	-10	90	101	11	-8
CC(=O)NCc1ccc(S(=O)(=O)NC2CCN(Cc3ccccc3)CC2)cc1	99	-9	-2	-5	106	101	3	-7
COc1ccc(CC(CN)c2ccccc2)cc1 (stereo not given)	100	-7	24	-5	100	108	-2	-5
O=C(OCn1nnc2ccccc2c1=O)C1COc2ccccc2O1 (stereo not given)	106	-5	1	1	115	109	-5	9
Cc1ccc(N/C=C/C(=O)c2ccccc2)cc1Br	93	-4	55*	-6	83	93	8	0
CC(=O)c1ccc(NC(=O)COC(=O)CCN2C(=O)c3cccc([N+](=O)[O-])c3C2=O)cc1	103	-6	-2	6	92	101	-1	2
CCCCNC(=O)c1onc(CSc2ccncc2)c1C(=O)NCCCC	99	9	14	-5	131	98	5	0
COc1ccc(CCNC(=O)CC2SC(N)=NC2=O)cc1OC (stereo not given)	104	-30	0	1	103	99	-27	0
COc1ccc(-n2nc(C(=O)N3CCCCC3)c3ccccc3c2=O)cc1	100	2	0	-4	93	99	5	0
COc1ccccc1NC(=O)c1oc2ccc(C)cc2c1C	100	-12	60*	-31	104	104	-1	-5

Additional structures:
SMILES	RPL19A-GFP yeast	proCasp7 act	AHR activator	ZTA counter	LAP4-GFP MLPCN	MEP2 TOR yeast	procasp3 activ	EBNA-1 inhibitor
O=C(NCCOc1ccccc1)c1cc2ccccc2o1	108	-2	4	-7	118	110	10	0
COC(=O)CSc1nnc(NC(=O)C2CC(=O)N(c3ccc(F)cc3)C2)s1 (stereo not given)	105	-3	-1	20	111	114	5	5
COc1ccc(NC(=O)c2cn(CCC#N)nc2-c2cc3ccccc3o2)cc1	102	-4	-7	2	99	102	8	-1
COc1ccc(-c2cc(C(=O)NCC(c3ccccc3)N(C)C)c3ccccc3n2)cc1OC (stereo not given)	105	6	11	5	98	105	4	7
COc1ccc(N=CC2=C(O)c3ccccc3C2=O)c(OC)c1	104	-16	54*	9	105	105	-9	6
COC(=O)C1(C(F)(F)F)N=C(C(F)(F)F)Nc2ccc(Cl)cc21 (stereo not given)	106	-2	3	-5	99	102	3	-3
C[C@@H](C(=O)Nc1ccc2ccccc2c1)[C@H]1C[C@]1(C)[C@H](NC(=O)OCc1ccccc1)c1ccccc1	96	1	5	-14	112	91	9	-3
COc1cccc(N2CC(C(=O)NNC(=O)c3ccc(Cl)cc3)CC2=O)c1 (stereo not given)	108	1	3	9	74	97	4	8
O=C1CCCCCN1Cc1nnc(SCc2nc3ccccc3s2)n1-c1ccccn1	99	2	24	-17	101	100	-2	2
COc1ccc(CCNc2nc(-c3ccc(O)cc3)cs2)cc1OC	100	1	39	-5	83	97	-6	-13
Cc1cc(C)nc(SCC(=O)NCc2ccco2)n1	107	-1	0	11	97	102	-1	-4
CC(C)Cn1c(SCC(=O)Nc2ccc(Cl)cc2F)nc(O)cc1=O	99	17	1	/	98	97	-1	/
O=C1c2oc3ccccc3c(=O)c2C(c2ccccn2)N1Cc1ccccc1 (stereo not given)	95	-4	3	8	98	102	-27	-11
Cc1nc2ccccc2c(=O)n1NC(=O)c1ccc(C(C)(C)C)cc1	115	3	0	10	105	112	4	6
CCOc1ccc(S(=O)(=O)N2CCOCC2)c2ccccc12	96	1	7	-10	93	97	2	-11
Cc1cccc(-c2noc(CCC(=O)NC3CCCC3)n2)c1	101	-4	3	-2	106	102	6	-6
CC(/C=N/n1cnnc1)=C\c1ccccc1	102	2	0	5	101	91	4	3
Cc1ccc(NC(NC(=O)c2ccccn2)C(Cl)(Cl)Cl)cc1 (stereo not given)	101	7	3	3	102	107	7	4
O=C(CNC(=O)c1cccc(F)c1)N/N=C/c1cccc([N+](=O)[O-])c1	97	1	-1	-16	93	99	1	-12
Cn1c(=O)oc2cc(S(=O)(=O)CCC(=O)NCCc3ccccc3)ccc21	106	0	4	-6	100	115	4	-6
N/C(Cc1nc(-c2ccc(F)cc2)cs1)=N\O	105	1	4	6	/	96	-7	-10
O=C(O)/C(=C\c1cccc(C(F)(F)F)c1)c1ccc(S(=O)(=O)N2CCCC2)s1	103	-2	1	4	111	106	5	/
CN(C)[C@@H]1C(=O)C(C(N)=O)=C(O)[C@@]2(O)C(=O)C3=C(O)c4c(O)ccc(Cl)c4[C@@H](O)[C@H]3C[C@@H]12	99	4	-2	13	127	100	2	14
COc1ccccc1C(=O)N1CCCC1(C#N)c1ccccc1 (stereo not given)	100	-2	1	-9	99	100	6	0
O=C(NNC(=O)c1ccccc1[N+](=O)[O-])c1cccs1	97	10	1	10	94	96	2	12

(next part)
SMILES	RPL19A-GFP yeast	proCasp7 act	AHR activator	ZTA counter	LAP4-GFP MLPCN	MEP2 TOR yeast	procasp3 activ	EBNA-1 inhibitor
CC(=O)N/C(=N/c1nc(C)cc(C)n1)Nc1ccc(C)cc1C	98	9	47	4	87	95	5	-3
COc1ccc(N2C(=O)[C@@H]3Cc4ccccc4CN3C2=O)cc1	103	5	-11	-13	98	110	0	6
c1ccc(-n2c(-c3ccncc3)nnc2N2CCOCC2)cc1	86	9	2	-3	94	99	-3	2
O=C(Nc1ccc(S(=O)(=O)Nc2cnc3ccccc3n2)cc1)c1ccc(F)cc1	95	1	1	-5	94	78	8	-1
Cc1cccc(NC(=O)NNC(=O)CCc2ccccc2)c1	102	3	-3	21	89	103	-1	-4
O=C(Nc1ccc(Cc2ccncc2)cc1)c1cc(F)c(F)cc1Cl	103	0	-4	-4	99	100	-2	3

Part of the list above, reformatted.
SMILES | RPL19A-GFP yeast | proCasp7 act | AHR activator | ZTA counter | LAP4-GFP MLPCN | MEP2 TOR yeast | procasp3 activ | EBNA-1 inhibitor
c1ccc(-n2c(-c3ccncc3)nnc2N2CCOCC2)cc1 | 86 | 9 | 2 | -3 | 94 | 99 | -3 | 2
O=C(Nc1ccc(S(=O)(=O)Nc2cnc3ccccc3n2)cc1)c1ccc(F)cc1 | 95 | 1 | 1 | -5 | 94 | 78 | 8 | -1

Screening data (PubChem)
